Anesthetic bind = binds horse apoferritin like a general anesthetic; AID 485281; hit rate 0.074% among 350,000; apoferritin/1-aminoanthracene competitive binding, fluorescence; Potency, µM (doses to about 77.5 µM), inactives show at the top dose activity change, negative = displacement, usual class: inhibitors; also: potency is read from the fitted curve at half-maximal effect; % is scaled to controls: 0 for no effect and ±100 for the full control effect; nearly all actives have a fitted effect of over 20% in size
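Concentration-response curves derived by four-parameter Hill fitting of normalized fluorescence, where compounds displaced 1-AMA from 10 uM horse apoferritin following a brief 10 min room-temperature incubation; propofol titration acted as positive control.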
LDHA block = LDHA (human) enzyme inhibition; P00338; purified LDHA, NADH/diaphorase-resazurin fluorescence; active compounds read low; activity change, % (values are at about 110 or 230 µM); hit rate 0.15% among 480,000; AID 1347041; in the data active = activity change below about -30%; inconclusive = mostly about -25% to -30%;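 also: plate controls were DMSO wells for no effect and wells without enzyme for full effect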
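Resorufin fluorescence (ex540/em590), read at 0 and 20 min after diaphorase/resazurin addition, reports the NADH left after a 5 min room-temperature reaction of 2 nM human LDH5 with 0.06 mM NADH and 0.2 mM pyruvate.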
Glioma ERSR ind = inducers of ER stress response in human glioma cells | U87-MG GRP78 promoter luciferase reporter, 16 h | Potency, µM, for the others: at the highest dose activation, hits mostly activators | hit rate 0.02% among 420,000; also: potency is read from the fitted curve at half-maximal effect; series mostly up to about 76 µM; % of control where 0% means no effect; nearly all actives have a fitted effect of over 35% in size
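Stably transfected U87-MG human glioma cells carrying a GRP78-based luminescent sensor were seeded at 1000 cells/well, pin-dosed with compounds and incubated 16 h. Luciferase reagent was then added, and end-point luminescence was read after 10 min at room temperature.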
APEX1 inh = blocks human APE1 abasic DNA cleavage; recombinant APE1, TAMRA/BHQ-2 abasic DNA cleavage fluorescence; Potency, µM (highest dose often 65.8 µM), inactives show at the top dose activity change, negative = inhibition, hits mostly inhibitors; hit rate 0.35% among 350,000;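 also: potency is read from the fitted curve at half-maximal effect; plate controls were vehicle for no effect and reference inhibitor for full effect; nearly all actives have a fitted effect of over 55% in size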
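Enzyme (0.75 nM final) and test compound are incubated 15 min at room temperature before adding 50 nM quenched THF abasic-site duplex. Cleavage dequenches TAMRA, followed at 525/598 nm over three reads one minute apart.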
POLI inh = DNA polymerase iota (human) inhibition; Q9UNA4; Pol iota fluorescent replication assay, 10 min; Potency, µM (highest dose often 115 µM), for the others: at the top dose activity, negative = inhibition, most hits filed as inhibitors; hit rate 1% among 390,000; also: potency is read from the fitted curve at half-maximal effect
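Fluorescent replication assay read twice, at 0 min and 10 min after adding 50 nM (final) substrate. Enzyme (10 nM) and compounds were first incubated 15 min at room temperature; enzyme-free buffer wells were negative controls.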
BLM helicase inh = blocks DNA unwinding by human BLM helicase; recombinant BLM DNA unwinding, fluorescence dequenching; Potency, µM (series often up to 56.1 µM), for inactives: at the top dose activity change, negative = inhibition, hits mostly inhibitors; P54132; hit rate 0.2% among 350,000; AID 2528;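 also: potency is read from the fitted curve at half-maximal effect; plate controls were vehicle for no effect and no enzyme for full effect; nearly all actives have a fitted effect of over 35% in size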
Target sequence (P54132 whole entry, looked up): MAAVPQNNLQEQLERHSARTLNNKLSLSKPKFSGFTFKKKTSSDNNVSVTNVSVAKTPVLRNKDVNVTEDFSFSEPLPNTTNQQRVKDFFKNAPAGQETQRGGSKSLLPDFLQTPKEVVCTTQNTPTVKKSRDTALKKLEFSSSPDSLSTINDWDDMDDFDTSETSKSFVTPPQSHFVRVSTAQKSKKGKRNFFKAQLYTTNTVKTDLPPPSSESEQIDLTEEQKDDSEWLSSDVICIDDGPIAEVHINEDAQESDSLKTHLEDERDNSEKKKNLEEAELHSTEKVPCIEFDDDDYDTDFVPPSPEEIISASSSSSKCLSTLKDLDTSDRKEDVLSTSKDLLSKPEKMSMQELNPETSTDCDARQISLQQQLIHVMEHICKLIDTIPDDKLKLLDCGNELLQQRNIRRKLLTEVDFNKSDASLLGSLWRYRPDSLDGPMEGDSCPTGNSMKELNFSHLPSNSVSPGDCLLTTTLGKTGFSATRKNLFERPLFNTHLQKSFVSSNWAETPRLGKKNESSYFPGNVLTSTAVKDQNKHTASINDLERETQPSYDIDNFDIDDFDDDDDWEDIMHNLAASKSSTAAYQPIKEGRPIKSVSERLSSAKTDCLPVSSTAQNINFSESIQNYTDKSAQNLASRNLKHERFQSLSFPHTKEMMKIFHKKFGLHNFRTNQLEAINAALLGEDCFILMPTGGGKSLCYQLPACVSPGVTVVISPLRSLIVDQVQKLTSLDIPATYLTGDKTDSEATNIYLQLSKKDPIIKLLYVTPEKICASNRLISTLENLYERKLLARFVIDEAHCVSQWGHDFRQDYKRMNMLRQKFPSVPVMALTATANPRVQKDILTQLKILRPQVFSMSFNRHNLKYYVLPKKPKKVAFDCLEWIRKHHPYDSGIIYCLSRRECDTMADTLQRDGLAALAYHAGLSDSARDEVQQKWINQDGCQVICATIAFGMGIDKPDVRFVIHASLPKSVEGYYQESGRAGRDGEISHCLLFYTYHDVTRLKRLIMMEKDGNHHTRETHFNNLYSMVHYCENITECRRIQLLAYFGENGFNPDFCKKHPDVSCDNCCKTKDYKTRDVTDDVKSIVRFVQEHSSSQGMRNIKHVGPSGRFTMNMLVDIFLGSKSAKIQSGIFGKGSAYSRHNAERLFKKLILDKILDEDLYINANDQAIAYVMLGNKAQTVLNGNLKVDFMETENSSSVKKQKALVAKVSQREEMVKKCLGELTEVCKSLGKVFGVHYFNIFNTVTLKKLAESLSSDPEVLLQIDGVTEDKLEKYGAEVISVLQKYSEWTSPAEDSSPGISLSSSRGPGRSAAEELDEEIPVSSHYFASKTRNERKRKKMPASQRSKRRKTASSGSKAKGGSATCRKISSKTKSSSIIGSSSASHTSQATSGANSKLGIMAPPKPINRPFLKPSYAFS
POLB inh = blocks human DNA polymerase beta activity. hit rate 1.3% among 340,000. Pol beta primer extension/strand displacement, fluorescence kinetic. P06746. Potency, µM (titrated, usually from 114 µM), for the others: at the top dose activity change, negative = inhibition, most hits filed as inhibitors; also: potency is read from the fitted curve at half-maximal effect; % is scaled to controls: 0 for no effect and ±100 for the full control effect
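Preincubation: enzyme (10 nM) with compound, 15 min, RT. Reaction: substrate added to 50 nM final. Reads: 0 and 10 min. Analysis: normalized, Hill fit.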
POLK inh = DNA polymerase kappa (human) inhibition; purified Pol kappa, fluorescent DNA synthesis assay, 10 min; AID 588579; Potency, µM (series often up to 107 µM), for inactives: at the highest dose activity, negative = inhibition, hits mostly inhibitors; hit rate 0.53% among 400,000; also: potency is read from the fitted curve at half-maximal effect; % is scaled to controls: 0 for no effect and ±100 for the full control effect
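Kinetic fluorescence screen: compound preincubated 15 min RT with 10 nM enzyme; 50 nM substrate (final) initiates; reads at 0/10 min.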
POLH inh = inhibitors of human DNA polymerase eta. Q9Y253. recombinant Pol eta, fluorescent DNA replication assay. Potency, µM (titrated, usually from 114 µM), for the others: at the top dose activity change, negative = inhibition, most hits filed as inhibitors. hit rate 1.2% among 390,000. AID 588591; also: potency is read from the fitted curve at half-maximal effect; % is scaled to controls: 0 for no effect and ±100 for the full control effect
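Fluorescent replication assay: 50 nM final substrate added after a 15 min room-temperature compound preincubation with 10 nM enzyme. Signal taken at 0 min and again at 10 min.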
* = called active by the depositor; ? = inconclusive; . = no result given; & = joins results of further samples; [ ] = another dose, or the depositor's remark. Unless noted, calls follow the shape of the dose curve; as a rule, active = well fitted curve in the direction sought with a large enough effect; inconclusive = small, poorly fitted or top-dose-only effect, or another doubt; inactive = no such curve, though single readings can be large; an effect the other way counts as inactive or inconclusive. Not all compounds are listed; rates above refer to the full screens.

SMILES	Anesthetic bind	LDHA block	Glioma ERSR ind	APEX1 inh	POLI inh	BLM helicase inh	POLB inh	POLK inh	POLH inh
CCCc1nc(N2CCN(C)CC2)c2sc(=S)n(-c3ccccc3)c2n1	-6%	-3	1%	0%	-27%	-4%	11%	7%	-9%
CCn1cc2nc(SCc3cc(C)ccc3C)n(Cc3ccc(C)cc3)c(=O)c2n1	-6%	-12	-1%	.	2%	-2%	-25%	-23%	0%
Cc1nc(-c2ccccc2)ccc1C(=O)O	-2%	-4	-2%	0%	2%	0%	6%	-1%	-3%
Cn1ncc(Cl)c1C(=O)N1CCN(S(=O)(=O)c2ccc(F)cc2)CC1	-3%	-1	-2%	46%[activator]	15%	-3%	27%	5%	-2%
COCCNC(=O)C(=O)Nc1ccc(Br)cc1	-2%	1	6%	5%	2%	-9%	14%	0%	0%
COc1cccc(/C=C2\Oc3cc(OCC(=O)N4Cc5ccccc5C[C@H]4C(=O)O)ccc3C2=O)c1	-11%	-6	0%	-20%	?	-10%	2%	-31%	50µM*
CCOC(=O)c1ccc(NC(=O)NCc2cccnc2)cc1	-9%	-11	4%	6%	-14%	-1%	1%	4%	-5%
CCN1c2ccccc2-c2nc(SCC(=O)Nc3ccc(C)c(Cl)c3)ncc2S1(=O)=O	1%	-2	-4%	.	16%	-5%	-6%	-7%	-23%
COc1ccc(CCNC(=O)CN2C(=O)c3ccccc3S2(=O)=O)cc1	1%	1	-1%	-4%	9%	3%	-1%	-15%	-6%
O=C(N/N=C/c1ccccn1)C(O)c1ccccc1 (stereo not given)	-1%	-2	0%	0%	17%	-1%	-1%	-18%	-6%
COc1ccc(N(CC(C)C)S(=O)(=O)c2nnc(NC(=O)c3cccs3)s2)cc1	?	-6	-2%	.	17%	-3%	2%	3%	?
Cc1ccc(C)c(S(=O)(=O)N2CCN(C(=O)/C=C/c3ccco3)CC2)c1	.	-6	-2%	-16%	28µM*	.	.	50µM*	35µM*
CC(=O)C(=Cc1cn(-c2ccccc2)nc1-c1ccccc1)C(C)=O	-7%	-4	-3%	0%	17%	-5%	38%	3%[60.1 µM]	-1%
O=C(CN1C(=O)NC2(CCCC2)C1=O)N1CCN(S(=O)(=O)c2ccc(Cl)cc2)CC1	-10%	0	2%	-1%	19%	-1%	3%	-1%	-20%
COc1ccc(CCN2CC(C(=O)NCCc3ccccc3)CC2=O)cc1OC (stereo not given)	-5%&-1%	-2&-1	5%&5%	-3%	27%&9%	-12%&-1%	?	4%	-16%&-14%
Cc1nc2c(-c3ccccc3)c(C)nn2c(SCC(N)=O)c1Cc1ccccc1	1%	-2	-2%	23%	56%[activator]	-2%	19%	9%	-9%
COc1ccc([N+](=O)[O-])cc1NC(=O)c1ccccc1SC	-9%	0	-4%	-1%	148%[activator]	-4%	24%	-26%	1%
COc1ccc2nc(SC(C(=O)c3ccccc3)c3ccccc3)nc(C)c2c1 (stereo not given)	-7%	-7	-2%	?	16%	-7%	43%	-18%	-5%
COc1ccc(S(=O)(=O)Cc2ccc(C(=O)NCc3ccc(C)cc3)o2)cc1	-9%	-6	-5%	22%	7%	1%	20%	-3%	-2%
COc1cc(OC)cc(C(=O)N2CCN(S(C)(=O)=O)CC2)c1	-5%	1	-4%	6%	2%	-3%	4%	8%	-11%
CC1CCN(CC(=O)Nc2ccc(Br)cc2[N+](=O)[O-])CC1	-11%	-6	-4%	6%	?	-7%	16%	-16%	-9%
O=C(Nc1ccccc1C(=O)Nc1ccccc1)c1ccccc1Br	.	-6	-3%	.	-20%[58.9 µM]	.	.	0%	-21%
CCOC(=O)N1CCN(c2nc(C)c3c(n2)CC(C)CC3=O)CC1 (stereo not given)	-16%	-8	-1%	-1%	.	-2%	5%	-11%	-10%
COc1ccc(NC(=O)CN2C(=O)COc3ccc(S(=O)(=O)N4CCCCC4)cc32)c(OC)c1	-5%	-3	-4%	-10%	-12%	-3%	34%[activator]	-4%	-9%
CCOc1ccc(-n2c(Cc3ccccc3)nnc2SCc2nc(-c3ccccc3C)no2)cc1	66%[activator]	0	-3%	.	?	-10%	-2%	-16%	-13%

Later entries:
SMILES	Anesthetic bind	LDHA block	Glioma ERSR ind	APEX1 inh	POLI inh	BLM helicase inh	POLB inh	POLK inh	POLH inh
COc1cccc(OCCNC(=O)c2cccc(OC)c2)c1	-12%	-5	0%	-1%	7%	-13%	2%	2%	-10%
Cc1ccccc1-n1nnnc1SC1CCOC1=O (stereo not given)	-14%	-6	-2%	-3%	?	-3%	3%	-7%	-11%
CN(CCO)c1cc(Sc2nc3ccccc3s2)c2nonc2c1[N+](=O)[O-]	-23%	34	-15%	-4%	22µM*	1%	8%	-16%	-14%
COCCNC(=O)c1ccc2c(c1)ncn2-c1ccc(F)c(F)c1	-6%	-2	-1%	2%	?	1%	39%	-19%	-17%
CN(CC(=O)Nc1ccccc1Br)C(=O)c1ccccc1OCc1ccc(F)cc1	.	-16	-5%	5%	-2%	.	.	-5%	-8%
COc1ccc(NC(=O)CSc2nnc(C)c(=O)n2N)cc1	-3%	-3	-2%	7%	23%	-2%	21%	-5%	-5%
COc1ccc(C2=NN(C(=O)CSc3nc4ncc(Cl)cc4[nH]3)C(c3ccco3)C2)cc1 (stereo not given)	-16%	1	-2%	-12%	45µM*	-10%	11%	89µM*	-11%
COc1ccc(-c2ccc(=O)n(CC(=O)Nc3ccc(N(C)C)cc3)n2)cc1	?	5	-4%	.	19%	6%	-10%	-13%[60.1 µM]	-17%
COc1cccc(NC(=O)N2CCCc3ccccc32)c1	?	0	-1%	-2%	-16%	2%	-2%	8%[60.1 µM]	-17%
O=C(Cn1cc2c(n1)CCCC2)NCc1cccnc1	0%	0	-1%	2%	12%	2%	18%	13%	-17%
COc1ccccc1C(=O)NC(CCSC)C(=O)NC1CC1 (stereo not given)	.	-17	-6%	7%	11%	.	.	-8%	-7%
N/C(CSc1nc(-c2ccccc2)c(-c2ccccc2)o1)=N\O	?	-3	-3%	-2%	10%	-7%	-2%	-7%	-24%
CC(O)Cn1c(N2CCCC2)nc2c1c(=O)n(C)c(=O)n2C (stereo not given)	-1%	-4	-2%	28%	26%	-8%	28%	-8%	?
CC(C)n1cnc2c(Nc3cccc(Cl)c3)nc(NCCCO)nc21	-2%	-9	3%	1%	-6%	-2%	26%	-23%	-10%
COc1ccc(CNc2n[nH]c(NCc3ccc(OC)c(OC)c3)n2)cc1OC	3%	3	-6%	-4%	4%	2%	-1%	-2%	-9%
COc1cc2[nH]c(=O)n(CCC(=O)N3CC=C(c4ccccc4)CC3)c(=O)c2cc1OC	-7%	-1	-4%	-7%	-5%	-10%	12%	-13%	0%
CC(C)(CO)Nc1nc(Cl)nc(NC2CCCCC2)n1	2%	-1	4%	-4%	28%	-2%	0%	-7%	-1%
CCCCCCCCOC(=O)C[N+](C)(C)C/C=C(/C)Cl	1%	-1	-6%	7%	-15%	0%	-21%	2%	-13%
CCn1cc(C(=O)N2CCN(c3ccc(OC)cc3)CC2)c(=O)c2cc(S(=O)(=O)N(C)C3CCCCC3)ccc21	4%	2	-1%	.	10%	-2%	3%	0%	-15%
CCC(=O)N(c1ccc(C(=O)O)cc1)c1nc(-c2ccc(OC)cc2)c(C)s1	-1%	-3	1%	8%	7%	-1%	-2%	-19%	-18%
CCOC(=O)COc1ccc(S(=O)(=O)N2CCN(c3ccccc3)CC2)cc1	-1%	-1	2%	7%	121%[activator]	-5%	2%	-15%	-9%
O=C(CSc1nc(=O)[nH]c2c1CCCC2)Nc1cc(C(F)(F)F)ccc1Cl	7%	-12	-3%	.	8%	-2%	14%	-6%[60.1 µM]	-13%
Cc1c(-c2ccc(F)cc2)[n+](=O)c2c(n1[O-])CCCCC2	-5%	-6	-4%	12%	6%	-11%	1%	-12%	-10%
CC1CCC(C(C)C)C(OC(=O)CSc2nnc(N)s2)C1 (stereo not given)	?	-5	-6%	-2%	21%	-8%	-2%	-11%	-24%
COc1ccc(S(=O)(=O)N2CCCCC2)cc1NC(=S)Nc1cccc(Cl)c1C	-18%	-11	0%	-1%	28%	-9%	4%	-11%	-19%

As entered above.
Entry of `CC(C)(CO)Nc1nc(Cl)nc(NC2CCCCC2)n1` under Glioma ERSR ind: 4%
Entry of `CC(=O)C(=Cc1cn(-c2ccccc2)nc1-c1ccccc1)C(C)=O` under BLM helicase inh: -5%

Reprinted at random: 2 compounds from above.
SMILES	Anesthetic bind	LDHA block	Glioma ERSR ind	APEX1 inh	POLI inh	BLM helicase inh	POLB inh	POLK inh	POLH inh
COc1ccc(CNc2n[nH]c(NCc3ccc(OC)c(OC)c3)n2)cc1OC	3%	3	-6%	-4%	4%	2%	-1%	-2%	-9%
CCn1cc(C(=O)N2CCN(c3ccc(OC)cc3)CC2)c(=O)c2cc(S(=O)(=O)N(C)C3CCCCC3)ccc21	4%	2	-1%	.	10%	-2%	3%	0%	-15%

The list goes on.
SMILES	Anesthetic bind	LDHA block	Glioma ERSR ind	APEX1 inh	POLI inh	BLM helicase inh	POLB inh	POLK inh	POLH inh
COc1ccc(/C=C\c2cc(OC)c(OC)cc2CC[N+](C)(C)C)cc1OC	-5%	-15	1%	-1%	165%[activator]	4%	2%	-10%	?
ONC(=Nc1cccc(C(F)(F)F)c1)c1cccnc1	-9%	1	0%	-2%	-9%	-4%	4%	-8%	-5%
CCNC(=O)CC1C(=O)N(c2ccc(F)cc2)C(=O)N1Cc1ccc(OC)cc1 (stereo not given)	-10%	-6	-2%	2%	9%	-9%	16%	-19%	-7%
CCOC(=O)N1CCN(S(=O)(=O)c2ccc(OC)c(C(=O)N3CCCCC3)c2)CC1	3%	-13	-2%	80%[activator]	184%[activator]	-2%	-10%	-9%	-19%
O=C(NCN1C(=O)C2C3C=CC(C3)C2C1=O)Nc1nncs1 (stereo not given)	-3%	0	0%	-1%	0%	3%	-1%	-16%	1%
Cc1nn(C(C)C(=O)c2cccc(Cl)c2)c(C)c1[N+](=O)[O-] (stereo not given)	-6%	-4	-5%	0%	84%[activator]	-6%	?	6%	-7%
CCN(C=NC1=NN(c2cccc(C(F)(F)F)c2)CC1)CC	-9%	0	7%	2%	5%	-4%	0%	-14%	-16%
Cc1ccc(NC(=O)CN(C)C(=O)CCOc2ccccc2C)cc1	-16%	-3	-3%	6%	100%[activator]	5%	-1%	-6%	-15%
